MLLE-PAM2 inh – blocks PAM2 peptide binding to the PABP1 MLLE domain; inhibition, % at 20 µM; AID 588489; P11940; 0.36% of 360,000 active; GST-MLLE / FITC-PAM2 fluorescence polarization; in the data active means inhibition above about 35%, passing the limit was not always enough;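 further: plate controls were DMSO wells with GST-MLLE for no effect and wells lacking GST-MLLE protein for full effect; some results filed as inactive read as strong as hits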
FAS TE block – FAS thioesterase (human) inhibition; P49327; recombinant FAS-TE, OMFH fluorogenic substrate, fluorescence endpoint; inhibition, % at 15 µM; 0.67% of 360,000 active; AID 602261;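 active means compounds whose normalised, plate-corrected inhibition of enzyme fluorescence in the single-dose primary screen is 50% or more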;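 further: 0% = DMSO with enzyme and 100% = substrate without enzyme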
Target sequence (P49327 whole entry, looked up): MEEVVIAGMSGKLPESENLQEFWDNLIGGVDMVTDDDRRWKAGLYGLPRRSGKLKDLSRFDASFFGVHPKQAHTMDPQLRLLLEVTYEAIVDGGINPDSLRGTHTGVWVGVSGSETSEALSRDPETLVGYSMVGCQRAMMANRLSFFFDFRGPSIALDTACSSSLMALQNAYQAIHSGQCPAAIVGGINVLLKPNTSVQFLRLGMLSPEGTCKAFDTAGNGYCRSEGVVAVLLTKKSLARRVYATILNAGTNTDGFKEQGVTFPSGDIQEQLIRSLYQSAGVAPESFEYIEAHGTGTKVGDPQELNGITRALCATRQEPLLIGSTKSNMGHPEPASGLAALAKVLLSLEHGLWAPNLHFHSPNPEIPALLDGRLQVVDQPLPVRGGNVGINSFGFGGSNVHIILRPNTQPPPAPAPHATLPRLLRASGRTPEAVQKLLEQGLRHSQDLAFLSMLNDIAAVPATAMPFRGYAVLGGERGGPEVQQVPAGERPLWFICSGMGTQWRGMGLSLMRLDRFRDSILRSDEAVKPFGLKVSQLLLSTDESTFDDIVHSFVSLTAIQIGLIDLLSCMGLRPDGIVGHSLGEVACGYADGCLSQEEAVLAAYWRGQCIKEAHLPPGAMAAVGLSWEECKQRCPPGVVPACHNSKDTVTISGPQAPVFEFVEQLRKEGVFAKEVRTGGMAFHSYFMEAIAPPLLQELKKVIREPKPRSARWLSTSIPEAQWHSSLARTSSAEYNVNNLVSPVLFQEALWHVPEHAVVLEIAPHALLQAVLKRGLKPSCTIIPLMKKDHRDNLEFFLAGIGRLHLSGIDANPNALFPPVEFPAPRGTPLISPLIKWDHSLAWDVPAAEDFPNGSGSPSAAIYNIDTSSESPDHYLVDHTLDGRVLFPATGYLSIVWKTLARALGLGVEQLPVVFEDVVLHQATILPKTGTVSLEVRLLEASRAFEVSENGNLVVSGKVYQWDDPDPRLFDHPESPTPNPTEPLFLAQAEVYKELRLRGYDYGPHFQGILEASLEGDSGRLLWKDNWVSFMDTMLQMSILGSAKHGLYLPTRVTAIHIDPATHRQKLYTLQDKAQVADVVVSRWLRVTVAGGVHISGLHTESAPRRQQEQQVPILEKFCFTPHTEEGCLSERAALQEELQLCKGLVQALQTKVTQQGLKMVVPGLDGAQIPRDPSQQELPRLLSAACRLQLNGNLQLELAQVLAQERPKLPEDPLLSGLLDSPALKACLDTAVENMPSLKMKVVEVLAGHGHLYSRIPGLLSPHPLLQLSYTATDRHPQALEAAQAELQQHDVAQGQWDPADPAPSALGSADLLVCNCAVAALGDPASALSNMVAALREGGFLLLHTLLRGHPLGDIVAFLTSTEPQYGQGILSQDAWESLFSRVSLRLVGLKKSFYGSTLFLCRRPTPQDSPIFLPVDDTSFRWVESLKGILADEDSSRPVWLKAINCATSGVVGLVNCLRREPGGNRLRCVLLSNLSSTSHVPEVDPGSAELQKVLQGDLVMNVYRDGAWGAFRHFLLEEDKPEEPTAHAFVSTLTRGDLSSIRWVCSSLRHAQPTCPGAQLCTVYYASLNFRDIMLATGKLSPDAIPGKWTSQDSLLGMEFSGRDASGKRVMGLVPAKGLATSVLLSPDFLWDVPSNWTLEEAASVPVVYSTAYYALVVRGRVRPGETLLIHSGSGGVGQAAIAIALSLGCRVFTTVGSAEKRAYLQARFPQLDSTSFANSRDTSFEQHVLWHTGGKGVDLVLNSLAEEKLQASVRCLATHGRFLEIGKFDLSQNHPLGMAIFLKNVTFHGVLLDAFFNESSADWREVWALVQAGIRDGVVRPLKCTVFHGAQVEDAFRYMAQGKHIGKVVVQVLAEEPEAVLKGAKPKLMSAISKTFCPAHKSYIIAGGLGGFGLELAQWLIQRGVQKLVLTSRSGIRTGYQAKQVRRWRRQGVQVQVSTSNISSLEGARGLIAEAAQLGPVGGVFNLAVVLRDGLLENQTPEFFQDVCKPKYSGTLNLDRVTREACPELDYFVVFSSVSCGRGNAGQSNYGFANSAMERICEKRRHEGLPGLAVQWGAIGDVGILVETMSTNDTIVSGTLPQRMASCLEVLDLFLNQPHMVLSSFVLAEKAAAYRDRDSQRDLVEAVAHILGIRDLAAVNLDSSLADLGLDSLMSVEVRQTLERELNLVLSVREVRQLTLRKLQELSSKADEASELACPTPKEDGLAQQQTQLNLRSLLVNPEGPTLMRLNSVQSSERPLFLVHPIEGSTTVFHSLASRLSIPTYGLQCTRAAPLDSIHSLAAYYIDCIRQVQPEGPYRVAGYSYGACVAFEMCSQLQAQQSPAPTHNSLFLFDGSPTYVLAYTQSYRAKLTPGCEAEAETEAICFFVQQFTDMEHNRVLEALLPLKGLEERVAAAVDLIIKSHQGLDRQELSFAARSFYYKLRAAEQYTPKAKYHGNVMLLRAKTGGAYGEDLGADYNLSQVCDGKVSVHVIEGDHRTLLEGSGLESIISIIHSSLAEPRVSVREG
MsrA act – bovine methionine sulfoxide reductase A activation; AID 602163; purified bovine MsrA, absorbance read-out; 0.3% of 360,000 active; activation, % at 10.6 µM; in the data active means activation above about 7.5%;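 further: 0% = vehicle and 100% = reference activator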
Rpn11 block – inhibitors of human proteasome Rpn11; human 26S proteasome, Ub4-pepOG fluorescence polarization; 20S core pre-blocked with epoxomicin; calls only at 20 µM; 0.59% of 360,000 active;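 active means inhibition at 20 µM, scaled to each plate's controls, above about 33%, limit read from the data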
CSN deneddyl inh – inhibitors of human CSN-mediated cullin deneddylation; Q92905; Purified CSN, SCF-Nedd8-OG deneddylation, fluorescence polarization; inhibition, % at 12.5 µM; 0.38% of 360,000 active; AID 651999;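 active means pattern-corrected inhibition above about 35%, with an unprinted fluorescence ratio check between 0.5 and 1.5, limit read from the data, passing the limit was not always enough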;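 further: 0% = enzyme with substrate and 100% = substrate without enzyme; some results filed as inactive read as strong as hits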
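assay system = purified human Csn5 enzyme expressed in HEK293T cells | amount = 0.24 nM enzyme | buffer or medium = Tris/NaCl/DTT buffer, pH 7.5 | reagent = 10 nM SCFSkp2-Nedd8OG | compound = one concentration, 12.5 µM, 0.25% DMSO | times = 90 min reaction at room temperature | signal = FP | read-out basis = % inhibition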
eLon inh – inhibitors of E. coli Lon protease; P0A9M0; purified E. coli Lon protease, fluorescence polarization; inhibition, % at 7.94 µM; 0.42% of 360,000 active; AID 602123; in the data active means inhibition above about 13%, passing the limit was not always enough;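 further: 0% = enzyme with probe and DMSO and 100% = no enzyme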
MT1-MMP act inh – blocks activation of human MT1-MMP; P50281; HT1080 RFP-PRO-GFP cells, GFP/RFP ratio fluorescence, overnight; percent of plate control window, DMSO zero; GFP/RFP ratio change, % at 20 µM; 0.061% of 360,000 active; AID 651647;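 active means GFP/RFP ratio change of at least 30% with cell ATP level not reduced by more than half and red fluorescence within 50% of control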; further: strong numbers were not always called active
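Assay system: RFP-PRO-GFP reporter HT1080 cells; read-out basis: GFP/RFP fluorescence ratio; benchmarks: DMSO wells and RFP-L50D-GFP cells; doses: 20 µM single dose, 1% DMSO; schedule: overnight cell settling, then overnight compound exposure, 37 °C, 5% CO2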
Rin1-Abl PPI inh – blocks binding of human Rin1 to Abl; inhibition, % at 7.35 µM; TR-FRET Rin1/Abl binding, biochemical; 0.4% of 360,000 active; AID 588664; P00519+Q13671; in the data active means inhibition above about 5%, passing the limit was not always enough
MsrA inhibitor – inhibits bovine methionine sulfoxide reductase A. purified bovine MsrA, absorbance read-out. inhibition, % at 15.5 µM. 0.75% of 360,000 active. AID 651718; in the data active means inhibition above about 4.5%;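 further: 0% = vehicle wells with enzyme and 100% = reference inhibitor wells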
An asterisk follows results filed as active; i = inactive; · = no result given; + = active, no number.

SMILES	MLLE-PAM2 inh	FAS TE block	MsrA act	Rpn11 block	CSN deneddyl inh	eLon inh	MT1-MMP act inh	Rin1-Abl PPI inh	MsrA inhibitor
Cc1cc(C)c(C)c(SCC(=O)Nc2oc(C)c3c(C)n[nH]c(=O)c23)c1C	20	5	0	i	-4	-8	3	2	0.1
N#Cc1ccccc1NC1=CC(=O)CCC1	3	-6	-5	i	-5	6	3	-3	1.0
CCOc1ccc(S(=O)(=O)Nc2cccc(C(=O)NCC3CCCO3)c2)cc1 (configuration not stated)	-3	-6	-4	i	-2	-8	4	4	-0.1
O=C(c1ccco1)N1CCN(c2nc(C3CC3)nc3sc4c(c23)CCCC4)CC1	5	25	-4	i	11	-7	-8	2	·
O=C(O)CC1NCCc2ccccc21 (configuration not stated)	5	-3	2	i	1	-4	0	0	-1.4
Cc1ccc(NC(=O)[C@@]2(CC(=O)O)CC(/C=C/c3ccccc3)=NO2)c(C)c1	0	-2	1	i	2	-7	2	2	0.6
CCCN1CCN(C(=O)C2CCN(c3nnc(C)c4c(C)n(-c5ccc(C)cc5)nc34)CC2)CC1	-109	-12	-4	·	27	-60	-21	-1	0.6
C=CCOc1ccc(C2/C(=C(/O)c3ccc(OC)cc3)C(=O)C(=O)N2CCN2CCNCC2)cc1 (configuration not stated)	14	-9	-2	i	6	2	0	4	1.0
COc1ccc(-c2csc(NC(=S)NC(=O)/C=C/c3ccco3)n2)cc1Br	-14	9	-8	i	21	-4	5	0	-0.7
N#Cc1c(-c2ccccc2)nc2n(-c3ccccc3)nc(C(=O)Nc3ccccc3)n2c1=O	-1	41	-3	i	-3	-2	-2	-5	1.5
CCCCCn1c(Br)nc2c1c(=O)n(CC(N)=O)c(=O)n2C	2	-2	-1	i	2	1	0	0	0.2
Cc1ccc(C2=C(CC(=O)O)C(=O)CC2)cc1	5	-13	-1	i	-11	2	-5	-4	0.4
O=C(O)c1ccc(/C=N/Nc2ccc(F)cc2F)cc1	3	-1	-4	i	-2	14	-7	-3	5.6*
C=CCN=C(NC#N)SCC(=O)NC(C)(C)C	-5	-8	-6	i	1	2	-2	0	-0.3
CCCCCc1n[nH]c2c1CCCC2	-4	-7	-3	i	2	4	-1	1	-1.2
Cc1nc2n(c(=O)c1CCN1CCC(c3noc4cc(F)ccc34)CC1)CCCC2	0	-1	-1	i	6	-4	-1	-1	-0.6
COc1ccc(NC(=O)c2cc([N+](=O)[O-])ccc2NC(=O)CNC2CCCCC2C)c(OC)c1 (configuration not stated)	-12	28	3	i	5	3	1	-1	0.5
COc1ccc(OC)c(-n2c(-c3cccc(O)c3)n[nH]c2=S)c1	9	-9	-5	i	1	-8	4	6	-1.5
CN(C)C(=O)N1CCCC(C(=O)NCc2ccccc2)C1 (configuration not stated)	12	-11	-2	i	2	-1	0	1	-0.1
COc1ccc(Cc2c(C(C)(C)C)nc3ccc(Cl)cn23)c(C)c1	-37	20	-4	+	4	-17	2	3	-0.4
Cc1c(NC(=O)C(C)OC(=O)c2ccc(Br)o2)c(=O)n(-c2ccccc2)n1C (configuration not stated)	11	-5	-4	i	-4	4	2	-5	-1.0
Cc1cc(C(=O)NCCCN2CC(C)CC(C)C2)n(-c2ccccc2)n1 (configuration not stated)	1	-9	-4	i	2	-2	-2	-1	0.0
CCOC(=O)CCCc1c[nH]c2ccccc12	-2	-5	0	i	-1	11	2	2	1.8
CCCNC(=O)COC(=O)c1c2c(nc3ccccc13)CCC2	-11	-2	-2	i	3	4	2	1	-0.3
CSc1ccc(/C=N/NC(=O)CN2CCN(Cc3ccccc3Cl)CC2)cc1	-1	-2	-5	i	-2	-5	-2	2	0.6

Some values from the entries so far.
Value for COc1ccc(NC(=O)c2cc([N+](=O)[O-])ccc2NC(=O)CNC2CCCCC2C)c(OC)c1 (configuration not stated) in MsrA act: 3
Value for CCOc1ccc(S(=O)(=O)Nc2cccc(C(=O)NCC3CCCO3)c2)cc1 (configuration not stated) in MsrA inhibitor: -0.1
Value for N#Cc1c(-c2ccccc2)nc2n(-c3ccccc3)nc(C(=O)Nc3ccccc3)n2c1=O in MsrA act: -3

Back to the main list, repeating the 5 entries before the break.
SMILES	MLLE-PAM2 inh	FAS TE block	MsrA act	Rpn11 block	CSN deneddyl inh	eLon inh	MT1-MMP act inh	Rin1-Abl PPI inh	MsrA inhibitor
Cc1c(NC(=O)C(C)OC(=O)c2ccc(Br)o2)c(=O)n(-c2ccccc2)n1C (configuration not stated)	11	-5	-4	i	-4	4	2	-5	-1.0
Cc1cc(C(=O)NCCCN2CC(C)CC(C)C2)n(-c2ccccc2)n1 (configuration not stated)	1	-9	-4	i	2	-2	-2	-1	0.0
CCOC(=O)CCCc1c[nH]c2ccccc12	-2	-5	0	i	-1	11	2	2	1.8
CCCNC(=O)COC(=O)c1c2c(nc3ccccc13)CCC2	-11	-2	-2	i	3	4	2	1	-0.3
CSc1ccc(/C=N/NC(=O)CN2CCN(Cc3ccccc3Cl)CC2)cc1	-1	-2	-5	i	-2	-5	-2	2	0.6
Cn1cnnc1SCC(=O)NCCC(c1ccccc1)c1ccccc1	1	1	-5	i	-1	-1	-1	-4	-0.3
Cc1cc(C)cc(N)c1	0	-4	-4	i	1	2	-1	0	-0.2
O=C(CCn1c(=S)oc2ccccc21)Nc1ccc2c(c1)OCCO2	-7	8	-2	i	1	5	-3	-2	2.6
C=C(C)C(=O)Nc1cccc(C2=NOC3(C2)C[C@@H](C(N)=O)N(C(=O)CC(c2ccccc2)c2ccccc2)C3)c1 (some centres not stated)	2	1	-2	i	17	-10	2	1	0.4
Cn1c(COc2ccc(Cl)cc2)nc2ccccc2c1=O	-1	6	-4	i	0	3	-9	2	0.9
CCC(C)(C)NC(=O)CN(C(=O)CCC(=O)Nc1cc(C)ccn1)c1ccc2c(c1)OCO2	1	1	1	i	-4	-6	-1	2	1.8
CN(CCCNC(=O)c1ccc(/C=N/O)nc1)CCCN(C)Cc1ccccc1	-8	-10	-4	i	5	-2	4	3	-0.5
COc1cc(C=NNC(=O)Cn2nc(C)cc2C)ccc1OC(=O)C1CC1	5	-3	-1	i	0	-2	1	-1	0.7
COc1ccc(-c2nn(Cc3ccccc3)cc2C(=O)N2CCN(c3ncccn3)CC2)cc1	3	2	-2	i	2	-12	-3	6	-0.8
Cc1cccc(NC(=O)C(=O)NCC2CCCN2S(=O)(=O)c2ccccc2)c1 (configuration not stated)	2	11	-3	i	-1	-1	2	-2	0.1
COc1ccc(CC(=O)OC(C)C(=O)NC2CCCCC2C)cc1 (configuration not stated)	2	1	-3	i	-2	-1	12	3	-0.1
COc1cc(/C=C/C(=O)OCC(=O)NCc2ccc(F)cc2)ccc1O	5	-4	-4	i	-3	4	-4	1	2.8
CC(=O)N1CCN(CCN=CC2=C(O)CC(c3cccs3)CC2=O)CC1 (configuration not stated)	0	-5	-5	i	3	-7	2	0	0.3
O=C(Nc1ccccc1-c1ccccc1NC(=O)c1ccco1)c1ccco1	-6	-4	1	i	-1	1	-2	3	1.4
CN(CCCN1CCOCC1)C(=O)c1cc(COc2cccc(C(F)(F)F)c2)on1	7	-4	1	i	-1	-6	2	2	0.0
O=C(COC(=O)Cn1cnc2ccccc21)NCCCc1ccccc1	13	-3	-2	i	-1	5	-2	1	-0.5
Cc1cc(C)n(CC(=O)NCCC2=CCCCC2)n1	0	-4	0	i	1	-11	1	1	-1.2
COc1ccc(-c2ccc(S(=O)(=O)N3CCCC3)cc2)cc1	8	24	-3	i	-7	6	0	-5	-0.4
O=C(O)C1=C2C(=O)Nc3cccc(c32)C2(C1)C(=O)Nc1ccccc12 (configuration not stated)	-1	-6	-2	i	21	21	1	2	0.7
Cc1[nH]c2ccccc2c1/C=C(\C#N)C(=O)NCC1CCCO1 (configuration not stated)	2	-2	-5	i	6	10	3	-6	2.3
CC(Oc1cc(Cl)ccc1Cl)C(=O)N/N=C\c1ccnn1C (configuration not stated)	-3	-10	-4	i	-6	7	4	-2	-1.1
COc1cccc(NC(=O)Cn2c(CCC(=O)O)ccc2-c2ccc(C)cc2)c1	0	-3	-3	i	-2	-1	-2	3	3.2
COc1ccc(OC)c(-c2nn(-c3ccccc3)cc2C(=O)NC2(C)CCS(=O)(=O)C2)c1 (configuration not stated)	4	-2	-3	i	-2	-7	0	-2	-1.7
COc1ccccc1N(CC(=O)NCc1ccc(F)cc1)C(=O)CCC(=O)Nc1ccccn1	-12	-5	-2	i	3	-12	-8	1	-0.1
O=C(CSc1nnc(-c2ccccc2)o1)NC1CC1	9	-6	-6	i	3	4	-1	4	-0.2

Next section.
SMILES	MLLE-PAM2 inh	FAS TE block	MsrA act	Rpn11 block	CSN deneddyl inh	eLon inh	MT1-MMP act inh	Rin1-Abl PPI inh	MsrA inhibitor
O=C1NC(=O)/C(=C\c2ccc(Oc3cnccn3)cc2)S1	-24	-4	-1	i	4	-6	4	1	3.7
Cc1cccc(Nc2nc(N)nc(CN3CCN(Cc4ccc5c(c4)OCO5)CC3)n2)c1	-1	-4	-6	i	2	19*	2	-2	-0.6
O=C(NC1CCCCC1)c1ccc(CNc2nc(=S)[nH]c3ccccc23)cc1	-18	0	-4	i	-8	-2	6	-1	0.5
O=C(NCC(c1cccs1)N1CCOCC1)c1cc(=O)[nH]c2ccccc12 (configuration not stated)	3	-2	-3	i	3	0	-5	3	0.4
CN(c1cccc(NC(=O)Nc2cccc(Cl)c2)c1)S(C)(=O)=O	-13	6	-3	i	1	0	-2	-2	0.9
COCCSc1ccccc1C(=O)N1CCN(Cc2ccc3c(c2)OCO3)CC1	19	-7	0	i	4	-3	-2	-1	1.0
CCOC(=O)Nc1ccc(S(=O)(=O)Nn2cnnc2)cc1	-13	-6	-2	i	4	-6	-1	-2	-1.5
COC(=O)CNC(=O)CN1C(=O)N(c2ccccc2)C(N(O)C(=O)Nc2ccccc2)C1(C)C (configuration not stated)	2	-206	-1	i	1	-10	0	0	-0.2
CN(C(=O)OC(C)(C)C)[C@H](Cc1ccccc1)C(=O)N[C@H]1CCCCNC1=O	5	-8	-3	i	2	14	3	-3	0.1
NC1=NS(=O)(=O)NC1c1cccc(Cl)c1 (configuration not stated)	-9	-4	1	i	1	9	-2	-3	-0.9
COc1ccc(NC(=O)c2ccc(-n3nc(C)c[n+]3[O-])cc2)cc1	0	-8	-9	i	2	3	4	-2	-1.2
Cc1cccc(OCC(O)CN2CCN(C3CCCCC3)CC2)c1 (configuration not stated)	-5	-6	-3	i	-2	-10	5	0	0.2
C[C@@H]1CN([C@@H](C)CO)S(=O)(=O)c2ccc(Br)cc2O[C@H]1CN(C)C(=O)c1ccccc1	-11	-1	1	i	3	-3	-3	0	-0.3
COc1ccccc1NCC(O)COc1ccc(C(C)(C)C)cc1 (configuration not stated)	-6	29	-2	i	3	6	9	0	0.1
Cc1nc(C)c(-c2csc(Nc3ccc(Cl)cn3)n2)s1	-3	4	-4	i	-1	-6	2	0	-0.2
COc1ccc(CCNc2cc(C)nc3c(-c4ccccc4OC)cnn23)cc1OC	-9	18	0	i	0	10	-5	-2	0.8
Cc1ccc(S(=O)(=O)N2CCN(C(=O)COC(=O)COc3cccc(C(F)(F)F)c3)CC2)c(C)c1	-11	23	-7	i	0	-2	1	2	-0.4
CC1(C(=O)NCc2cccc(C(F)(F)F)c2)CCN1Cc1ccc(-c2ccccc2)o1 (configuration not stated)	5	26	0	i	6	3	-8	-2	0.7
O=C(O)C1CCN(S(=O)(=O)c2ccc(Oc3ccccc3)cc2)CC1	-6	-10	-11	i	-1	-19	-4	3	-0.1

Screening results: PubChem BioAssay, several laboratories
